Source: PubChem BioAssay
SR-BI DiI inh = mouse SR-BI HDL lipid transfer inhibition. Q61009. ldlA[mSR-BI] CHO cells, DiI-HDL uptake fluorescence, 3 h. inhibition, % at 12.5 µM. 320,000 tested, 0.96% active;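 active means mean replicate inhibition of at least 70% and a set share of replicates each scoring 70 or more; inconclusive means meets just one of the two criteria; inactive means fails both criteria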;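 further: 0% = median of neutral control wells and 100% = median of positive control wells; values of inactives mirror those of a sister screen read the other way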
Target sequence (Q61009 whole entry, looked up): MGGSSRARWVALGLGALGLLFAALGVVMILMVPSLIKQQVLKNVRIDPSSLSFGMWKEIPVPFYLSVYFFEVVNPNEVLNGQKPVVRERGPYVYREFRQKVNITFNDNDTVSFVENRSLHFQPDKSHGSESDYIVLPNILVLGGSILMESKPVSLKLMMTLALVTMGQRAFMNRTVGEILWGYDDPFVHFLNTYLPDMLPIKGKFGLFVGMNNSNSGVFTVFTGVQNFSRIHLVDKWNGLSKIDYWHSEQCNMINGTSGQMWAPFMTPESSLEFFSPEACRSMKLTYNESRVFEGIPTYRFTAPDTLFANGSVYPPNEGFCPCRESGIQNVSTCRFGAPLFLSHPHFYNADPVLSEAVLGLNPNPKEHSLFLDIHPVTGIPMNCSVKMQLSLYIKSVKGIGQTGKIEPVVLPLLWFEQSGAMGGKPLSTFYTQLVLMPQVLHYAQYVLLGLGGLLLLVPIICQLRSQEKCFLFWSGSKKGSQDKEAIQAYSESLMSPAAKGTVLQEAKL
dFosB activator = enhances mouse delta FosB homodimer DNA binding; P13346; purified delta FosB, TAMRA-CDK5 oligo fluorescence polarization; percent of positive-control signal above neutral wells; activation, % at 25 µM; 340,000 tested, 0.99% active;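 active means mean activation above about 17%, with every replicate also reaching it, limit read from the data, passing the limit was not always enough; inconclusive means only one of the two conditions met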;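 further: fluorescence polarization rise as delta FosB binds a TAMRA Cdk5 AP-1 oligo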
SR-BI DiI-HDL act = activators of SR-BI mediated HDL lipid uptake; CHO ldlA[mSR-BI] cells, DiI-HDL uptake fluorescence, 3 h; 100 = double the neutral-control signal; activation, % at 12.5 µM; 320,000 tested, 0.096% active; AID 504775;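 active means mean replicate activation of at least 60% and every replicate at or above 60%; inconclusive means mean or all-replicate condition met, but not both; inactive means mean below 60% and not all replicates reaching 60%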;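 further: 0% = median plate neutral-control signal and 100% = twice that signal; values of inactives mirror those of a sister screen read the other way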
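System: CHO ldlA[mSR-BI] cells / Medium: HEPES-buffered (25 mM, pH 7.4) F12 plus 0.5% BSA / Probe or stimulus: labelled HDL, 10 µg/mL / Doses: single compound concentration, delivered by pin transfer / Schedule: 3 h, 37 °C / Measured by: DiI fluorescence, bottom read / Measure: cell-associated DiI fluorescence as measure of HDL uptake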
PvdQ inh = P. aeruginosa PvdQ acylase inhibition. purified PvdQ acylase, fluorescence plate reader. inhibition, % at 10 µM. 340,000 tested, 0.063% active. AID 488965; in the data active means inhibition above about 30%, passing the limit was not always enough; inconclusive means no clear call, values can overlap the other calls;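 further: 0% = vehicle neutral wells and 100% = reference inhibitor wells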
HTR5A ag ctr = counter-screen for OPRM1-OPRD1 agonists: human HTR5A agonism | AID 504692 | activation, % at 9.3 µM | P47898 | HTR5A agonist assay, luminescence, cell-based | 340,000 tested, 0.61% active; in the data active means activation mostly above about 9.5%, no sharp cut-off; inactive means mostly below about 7.6%;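 further: 0% = cells with vehicle only and 100% = reference agonist; strong numbers were not always called active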
RTF Ca sens act = increases calcium sensitivity of human cardiac regulated thin filaments; AID 493008; 340,000 tested, 0.24% active; activation, % at 7.2 µM; IANBD-labeled TnC RTF fluorescence at EC20 calcium; 0% EC20 calcium, 100% full calcium;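 active means activation above the mean over all tested compounds plus 3 SD, cut at about 30% in these data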;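 further: rise in fluorescence read as greater calcium sensitivity of cardiac thin filaments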
Wnt bcat act = activators of Wnt/beta-catenin signaling; Wnt/beta-catenin reporter cell assay, activator, plate reader; activation, % at 9.35 µM; 300,000 tested, 1.2% active; in the data active means activation above about 30%, passing the limit was not always enough; inconclusive means no clear call, values can overlap the other calls;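 further: 0% = neutral control wells and 100% = positive control wells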
Rtt109 Vps75 = blocks Candida albicans Rtt109/Vps75 acetyltransferase activity; inhibition, % at 34.9 µM; purified Rtt109/Vps75, ThioGlo CoA-SH fluorescence, 4 h; Q5AAJ8; AID 540336; 330,000 tested, 0.16% active;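 active means inhibition of at least 50% in every replicate; inconclusive means best replicate reaches 50% inhibition but some replicates fall short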
Target sequence (Q5AAJ8 whole entry, looked up): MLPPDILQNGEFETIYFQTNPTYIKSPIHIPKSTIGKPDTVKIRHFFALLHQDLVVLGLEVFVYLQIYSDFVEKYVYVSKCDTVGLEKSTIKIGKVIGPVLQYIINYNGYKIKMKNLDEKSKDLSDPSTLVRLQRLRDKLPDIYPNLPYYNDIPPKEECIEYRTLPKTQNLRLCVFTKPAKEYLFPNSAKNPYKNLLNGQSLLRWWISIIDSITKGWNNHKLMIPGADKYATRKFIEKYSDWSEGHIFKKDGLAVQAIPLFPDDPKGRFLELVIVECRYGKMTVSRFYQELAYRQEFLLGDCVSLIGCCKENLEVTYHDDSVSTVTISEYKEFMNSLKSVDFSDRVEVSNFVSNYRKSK
MITF TRPM1 HTS = increases MITF-driven TRPM1 promoter luciferase signal; SK-MEL-5 TRPM1-promoter luciferase, 24 h; % of positive control, neutral wells = 0; activation, % at 12.5 µM; 300,000 tested, 0.75% active; AID 588334;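 active means mean activation of at least 80% with every replicate also reaching 80%; inconclusive means mean reaches 80% but some replicate falls short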;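 further: 0% = neutral control wells and 100% = parthenolide positive control wells; values of inactives mirror those of a sister screen read the other way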
CDK5 inh = inhibitors of human CDK5/p35 kinase | AID 488839 | Recombinant CDK5/p35, ADP-Glo luminescence, 60 min | Q00535+Q15078 | inhibition, % at 10 µM | 330,000 tested, 0.01% active;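 active means highest replicate inhibition of at least 50% and at least 75% of replicates reaching 50%; inconclusive means only one of the two criteria met; inactive means both criteria failed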;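 further: plate controls were DMSO neutral control for no effect and GW8510 at 10 µM for full effect; many of its hits are not listed in these tables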
* marks the source's active call; other numbers are inactive results; ? = inconclusive; nt = no result given; & = joins results of further samples.

SMILES	SR-BI DiI inh	dFosB activator	SR-BI DiI-HDL act	PvdQ inh	HTR5A ag ctr	RTF Ca sens act	Wnt bcat act	Rtt109 Vps75	MITF TRPM1 HTS	CDK5 inh
O=C1/C(=C/c2cccc(Cl)c2)SC(=S)N1CCC(=O)N1CCCCC1CCO (configuration not stated)	-33	-2	33	-13	2	-4	-4	-9	-4	nt
Cc1cc(NC(=O)c2ccc3c(c2)C(=O)N(CCC(C)C)C3=O)no1	7	3	-7	-4	3	-4	nt	-13	nt	-0.7
CCOc1ccc(NC(=O)CNC(=O)c2cccs2)cc1	nt	0	nt	4	-2	-3	10	32	13	-0.3
CC(=O)c1c(C)nn(CC(O)COc2ccc3ccccc3c2)c1C (configuration not stated)	-3	0	3	-20	-1	3	0	-2	1	-0.6
CCOc1ccc(NC(=O)c2cccc(NC(C)=O)c2)cc1S(=O)(=O)N1CCCC1	46	-13	-46	-12	4	-2	1	8	-4	-1.4
CCN(CC)c1ccc(-c2nnc(SCC(=O)N(CCOC)c3c(N)n(CC(C)C)c(=O)[nH]c3=O)o2)cc1	1	-16	-1	-10	-1	-2	6	29	30	-1.4
CCC1CCCCN1Cc1nc2c(c(=O)n(C)c(=O)n2C)n1CCCc1ccccc1 (configuration not stated)	4	-3	-4	7	0	4	-1	9	-5	0.5
CN1CCN(c2ccccc2NC(=O)c2cc3ccccc3o2)CC1	13	-21	-13	-3	0	3	nt	5	-9	-1.5
O=C(CSc1nnc(NC(=O)c2c(F)cccc2Cl)s1)Nc1ccccc1F	-31	-8	31	-14	1	3	5	1	-4	-1.4
CCC(=O)Nc1ccc(NC(=S)NC(=O)c2oc3ccccc3c2C)cc1	-3	-12	3	5	1	17	nt	0	-2	-5.7
COc1cc(C(=O)N2CCN(c3ccccc3Cl)CC2)ccc1OCC(=O)N1CCOCC1	6	-4	-6	-12	-4	3	3	-2	-3	-2.8
CCOc1c(C)cc(-c2ncccc2O)cc1C	-8&-12	-3&5	8&12	-25&0	7&6	15&-2	-1&4	-1&-9	18&25	-1.8&0.5
Cc1ccc2oc(-c3cccc(NC(=O)c4cc(-n5cnnc5)ccc4Cl)c3)nc2c1	76*	-20	-76	-7	-1	2	nt	-6	nt	-0.3
COc1ccccc1OS(=O)(=O)c1ccc(NC(C)=O)cc1	7	-1	-4	-5	1	3	-4	10	-5	0.8
COc1cc(OC)cc(C(C(=O)NCc2ccccc2)N(Cc2ccco2)C(=O)c2ccno2)c1 (configuration not stated)	49	0	-49	2	-3	4	nt	9	-2	-1.3
Cc1ccc(N2CCN(C(=O)c3cn(CC4CCCCC4)nn3)C(C)C2)cc1 (configuration not stated)	11	-14	-11	0	0	-3	40*	1	70	-4.8
Cc1cc(NC(=O)NC2CC(=O)N(c3ccc4c(c3)OCCO4)C2)no1 (configuration not stated)	-2	0	2	-2	2	-1	0	-4	0	0.0
O=C(NC(=S)Nc1ccccc1N1CCOCC1)c1ccc(Br)cc1	-16	-10	16	-1	-8	-8	1	7	-15	2.8
Cc1ccc(S(=O)(=O)Nc2cccc(-c3ccc4nncn4n3)c2)cc1	15	20*	-15	-6	0	1	-3	-3	-25	0.1
O=C(NCc1ccco1)c1ccc(C(=O)NCc2ccco2)s1	-6	8	6	-3	10*	-8	0	-4	9	0.8
COc1cc(NC(=O)CCNC(=O)Cn2cnc3sc4c(c3c2=O)CCCC4)cc(OC)c1OC	11	1	-11	11	-5	0	1	3	-10	2.4
O=C(CSc1ncnc2ccccc12)NCc1ccco1	-29	-7	29	-6	-2	5	nt	-23	-10	0.1
CC(C)=CCC/C(C)=C/CNC(=O)C[C@H]1C[C@H](C(=O)N2CCOCC2)[C@@]2(C)c3[nH]c4ccc(Cl)cc4c3CCN2C1=O	19	-7	-19	-2	0	-5	-12	4	-8	-1.9
O=c1oc2c(CN3CCCCC3)c(O)ccc2cc1-c1nc2ccccc2[nH]1	7	-12	-7	-13	0	20	-1	7	-4	-0.7
COCc1[nH]nc2c1C(c1ccc(OC)cc1)C(C#N)=C(N)O2 (configuration not stated)	18	3	-18	1	-1	-2	2	-7	-8	0.3
Cc1occc1C(=O)Nc1ccc(S(=O)(=O)N2CCCC2)cc1	16	-15	-16	-15	0	0	nt	12	5	2.9
O=C(CSc1ccccc1)Nc1ccc(S(=O)(=O)NCC2CCCO2)cc1 (configuration not stated)	11	-3	-11	-14	-4	1	-1	0	7	1.3
Nc1ccc(OCc2ccco2)cc1	-8	-6	8	-6	-1	2	2	7	30	0.6
CCCN(C(=O)c1cc(S(=O)(=O)N(C)c2ccccc2OC)ccc1C)C1CCS(=O)(=O)C1 (configuration not stated)	-10	-11	10	2	6	5	-1	6	-8	0.1
CC(C)=CCN1CCN(CCCc2ccccc2)CC1CCO (configuration not stated)	-24	2	24	-4	-3	-10	-1	-7	nt	2.3
Cc1ccn2cc(CCNC(=O)c3ccc(Br)o3)nc2c1	-32	-5	32	-16	0	4	-1	6	-2	0.7
COc1cc(/C=C/C(=O)Nc2cc(S(=O)(=O)N3CCOCC3)ccc2N2CCCC2)cc(OC)c1OC	25	-2	-25	5	0	-2	-1	-4	-2	0.0
CCNS(=O)(=O)c1ccc(CCC(=O)N2CCN(c3ccccc3)CC2)cc1	9	-2	-9	-17	6	1	1	9	6	-1.5
Cc1ccc(S(=O)(=O)NCc2ccccc2)cc1C(=O)NC1CCC(C)CC1 (configuration not stated)	10	-21	-10	-9	-5	-2	21	-1	79	-0.3
O=C(O)c1cc(=O)c2ccccc2[nH]1	-11	-1	11	-7	3	2	-2	-16	-11	-1.0
O=C(O)c1nc(NCCc2ccccc2)ncc1Cl	nt	-4	nt	6	6	1	2	1	3	-1.1
N#Cc1ncn(-c2ccc(Oc3ccccc3)cc2)c1N	-26	-8	26	-6	1	2	0	-6	-14	0.3
O=[N+]([O-])c1ccc(OCCCCCN2CCOCC2)cc1	11	-1	-11	-6	-2	-2	-5	-6	nt	0.9
CCNC(=S)NC(=NCc1cccnc1)Nc1nc(C)cc(C)n1	-10	-6	10	2	2	-1	-3	-8	nt	-1.2
COc1ccccc1C(CNC(=O)C(CCSC)NS(=O)(=O)c1ccccc1F)N1CCCC1 (configuration not stated)	-4	-7	4	10	4	-6	1	5	6	4.7
O=C(Nc1ncc2c(n1)-c1ccccc1OC2)c1ccccc1Cl	9	-6	-9	3	2	-1	nt	-8	nt	-1.4
S=C(c1c[nH]c2ccccc12)N1CCCC1	-14	-16	14	-4	0	-1	-1	-4	-1	0.6
CNC(=O)c1ccc(S(=O)(=O)c2ccc(Cl)cc2)c(NC(C)=O)c1	-17	-4	17	-15	-2	4	1	1	-2	0.5
COc1ccccc1N1CCN(C(=O)C(C)NC(=O)c2ccco2)CC1 (configuration not stated)	-27	-1	27	-12	-8	-3	-1	-9	-4	0.1
Cc1ccc([N+](=O)[O-])cc1N=C(c1cccc([N+](=O)[O-])c1)N1CCOCC1	4	-7	-4	-12	-1	4	nt	-1	5	-0.5
COc1cccc(CN(C)S(=O)(=O)c2ccccc2Br)c1	-2	-11	2	-4	-2	-3	-1	5	12	0.0
CCCOc1ccc(C(=O)CCC(=O)OCC(=O)N(CC)c2c(N)n(Cc3ccccc3)c(=O)[nH]c2=O)cc1	24	-14	-24	-6	-1	-1	20	-8	nt	0.6
CSc1nc(NCc2ccccc2)c2c3c(sc2n1)CN(C)CC3	12	2	-12	-3	5	-1	nt	13	nt	-0.2
O=C1CC2CS(=O)(=O)CC2N1c1ccc(Oc2ccccc2)cc1 (configuration not stated)	-18	-11	18	-3	-2	7	-3	10	2	0.6
Cc1ccccc1-n1c(=O)[nH]c(=O)c2c(N)c(C(=O)c3ccc(Cl)cc3)sc21	0	-5	0	6	-4	0	0	-4	-21	-0.2
O=C(NCc1ccc(Cl)cc1)C1CCCN(S(=O)(=O)c2cnc[nH]2)C1 (configuration not stated)	0	-5	0	-12	-2	-5	-2	-9	-3	-1.0
CC1CN(c2ccc(NC(=O)c3ccco3)cc2C(=O)O)CC(C)O1 (configuration not stated)	-2	-4	2	-12	-1	-1	1	2	nt	-0.2
COc1ccc(NC(=O)CNC(=O)Cn2c(C)cc3ccccc3c2=O)cc1OC	1	10	-1	-9	-3	-1	-2	6	-19	-0.1
CCC(C)C(NC(=O)C(CC(C)C)NC(=O)C(CO)NC(=O)C1CCC(=O)N1)C(=O)OC (configuration not stated)	-6	-3	6	-9	1	-4	nt	2	-7	-3.5
CCNC(=S)N/N=C/c1ccco1	-50	-6	50	-6	-1	8	-4	-4	-1	-1.5
COC(=O)C1=C(C)NC(=O)/C1=C\c1ccc2c(c1)OCO2	-20	-1	20	-10	3	5	nt	-6	nt	0.1
Cc1cc(C(C)(C)C)cc(C)c1Cn1c2[n+](c3ccc(C(F)(F)F)cc31)CCCCC2	-5	-8	5	-8	11*	0	-3	?	-84	-0.1
CC(=O)NS(=O)(=O)c1ccc(NC(=O)COc2cccc3c2OC(C)(C)C3)cc1	-34	0	34	-9	3	-4	-3	-4	6	0.9
COc1cc2c(cc1OC)CN(C(=O)/C=C/c1ccc([N+](=O)[O-])cc1)CC2	3	4	-3	-10	0	-3	1	13	-6	0.8
CCOc1ccccc1NC(=O)CSc1nc2c(c(=O)n1C)SC(C)C2 (configuration not stated)	45	-4	-45	-16	0	7	-4	5	-7	-5.6

New compounds follow.
SMILES	SR-BI DiI inh	dFosB activator	SR-BI DiI-HDL act	PvdQ inh	HTR5A ag ctr	RTF Ca sens act	Wnt bcat act	Rtt109 Vps75	MITF TRPM1 HTS	CDK5 inh
C[C@@H]1ON(C)[C@H]2C[C@H]3c4cc(N5CCN(C)CC5)ccc4CCN3C(=O)[C@@H]12	-19	1	19	-6	-2	-6	-2	16	-2	-2.2
CCOC(=O)C1=CN(Cc2cccc(F)c2)S(=O)(=O)NC1c1ccccc1 (configuration not stated)	-25	-1	25	0	1	0	-1	-4	-7	2.0
COc1ccc([N+](=O)[O-])cc1NCc1cccnc1	12	-3	-12	-11	0	3	5	-3	9	-2.2
Cc1ccc2nc(-c3ccncc3)c(NC3CCCCC3)n2c1	20	-7	-20	-10	8	-2	-1	3	17	-1.5
CCN(CC(=O)NC(=O)Nc1ccccc1F)Cc1ccccc1	-24	-3	24	-12	-1	-5	1	-2	15	1.8
CC(C)CCOP(=O)(c1ccc(N(C)C)cc1)C(O)c1ccccc1F (configuration not stated)	2	-10	-2	-12	2	-1	nt	-5	3	0.6
Clc1ccc(-c2nnc(-c3cccnc3)o2)cc1	-4	-13	4	1	3	11	9	2	nt	-0.8
